OXTR potentiate: potentiators of human oxytocin receptor | CHO-OTR cells, Fluo-8 calcium fluorescence, potentiator mode; 0% = oxytocin EC15, 100% = EC100 | P30559 | 320,000 tested, 0.061% active | activation, % at 3 µM;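 active means activation above that plate's cutoff, the mean activation of tested compounds plus 3 SD, cut at about 6.6% in these data, passing the limit was not always enough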;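 further: 100% uses oxytocin at 75 nM as the full agonist control; some results filed as inactive read as strong as hits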
Target sequence (P30559 whole entry, looked up): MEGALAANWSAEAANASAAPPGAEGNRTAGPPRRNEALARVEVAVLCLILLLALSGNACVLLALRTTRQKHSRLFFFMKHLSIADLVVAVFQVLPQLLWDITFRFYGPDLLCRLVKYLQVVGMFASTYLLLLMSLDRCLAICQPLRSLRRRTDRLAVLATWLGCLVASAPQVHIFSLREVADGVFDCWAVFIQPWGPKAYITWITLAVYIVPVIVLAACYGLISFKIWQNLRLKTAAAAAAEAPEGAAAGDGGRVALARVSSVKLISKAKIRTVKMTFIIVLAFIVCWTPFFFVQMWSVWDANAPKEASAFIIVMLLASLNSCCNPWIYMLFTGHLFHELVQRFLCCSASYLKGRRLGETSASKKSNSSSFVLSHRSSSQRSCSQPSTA
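System: human OTR in CHO cells; Also added: sub-maximal oxytocin, roughly EC15; Timing: compound 6 min at room temperature before oxytocin, 100 s read; Technique: Fluo-8 intracellular calcium fluorescence, ex 470-495, em 515-575 nm; Controls: oxytocin EC15 low and EC100 high; Replication: singlicate.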
M1 ag parental: M1 agonist counterscreen hit in parental CHO-K1 cells; Fluo-8 calcium fluorescence; scaled to maximal ATP response, vehicle zero; activation, % at 3 µM; 360,000 tested, 0.48% active; in the data active means activation above about 15%;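 further: untransfected CHO-K1 host cells lacking M1 receptor as counterscreen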
M1 ag: activates human CHRM1 receptor; P11229; CHO-K1 hM1, Fluo-8 calcium fluorescence, agonist mode; 0% DMSO, 100% acetylcholine EC100; activation, % at 3 µM; 360,000 tested, 0.33% active;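 active means activation above the run's mean compound activation plus 3 SD, cut at about 16% in these data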;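 further: peak over basal fluorescence ratio within a 140 s kinetic read after compound addition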
Target sequence (P11229 whole entry, looked up): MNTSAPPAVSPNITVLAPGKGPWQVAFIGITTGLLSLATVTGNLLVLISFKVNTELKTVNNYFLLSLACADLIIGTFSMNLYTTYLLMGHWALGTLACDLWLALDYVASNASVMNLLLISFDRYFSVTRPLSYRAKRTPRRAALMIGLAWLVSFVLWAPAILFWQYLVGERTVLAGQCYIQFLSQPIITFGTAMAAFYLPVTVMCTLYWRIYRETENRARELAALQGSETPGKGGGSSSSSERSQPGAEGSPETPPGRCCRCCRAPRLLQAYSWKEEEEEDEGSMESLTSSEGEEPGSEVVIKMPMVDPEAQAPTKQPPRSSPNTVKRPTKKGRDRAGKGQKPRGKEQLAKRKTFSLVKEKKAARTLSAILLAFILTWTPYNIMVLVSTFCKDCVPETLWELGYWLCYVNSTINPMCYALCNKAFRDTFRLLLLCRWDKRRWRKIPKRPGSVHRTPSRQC
CHRM1 antagonist: blocks human M1 muscarinic receptor. CHO-K1 hM1, Fluo-8 calcium fluorescence, ACh EC80 antagonist. AID 588852. inhibition, % at 3 µM. P11229. 360,000 tested, 1.3% active;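 active means percent inhibition above its own plate's cutoff, namely the mean of that plate's compound wells plus 3 SD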;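 further: peak over basal fluorescence ratio during 140 s after agonist addition; 0% = ACh EC80 plus DMSO and 100% = DMSO alone without agonist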
M4 ag: CHRM4 agonism in calcium assay. CHO-K1 hM4/Gqi5, Fluo-8 calcium fluorescence; vehicle 0%, full acetylcholine response 100%. 360,000 tested, 0.14% active. activation, % at 3 µM. P08173;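 active means activation above the run mean over all test wells plus 3 SD, cut at about 32% in these data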;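 further: peak over basal fluorescence ratio per well then scaled between controls; 0% = DMSO wells and 100% = acetylcholine at EC100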
CHRM4 antagonist: blocks acetylcholine activation of human M4 receptor; CHO-hM4 cells, ACh EC80, Fluo-8 calcium fluorescence; inhibition, % at 3 µM; 360,000 tested, 0.73% active; P08173;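 active means inhibition above its plate's cutoff, the mean inhibition of sample wells plus 3 SD, cut at about 27% in these data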;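 further: 0% = acetylcholine EC80 with DMSO and 100% = DMSO without agonist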
M1 PAM: human CHRM1 positive allosteric modulation; CHO-K1 hM1, Fluo-8 calcium fluorescence, ACh EC20; 0% = ACh EC20, 100% = maximal ACh; activation, % at 3 µM; 360,000 tested, 0.088% active; in the data active means activation above about 19%, passing the limit was not always enough
CHO-K1 Ca antag: M1 antagonist counterscreen hit in parental CHO-K1 cells | ATP-induced calcium, Fluo-8 fluorescence | inhibition, % at 3 µM | 360,000 tested, 0.6% active;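 active means inhibition above a per-plate cutoff, the plate's mean sample inhibition plus 3 SD, cut at about 24% in these data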;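 further: 0% = DMSO plus EC80 ATP and 100% = DMSO alone without ATP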
CHO parental Ca: counter-screen for OX1R antagonists: effect in parental CHO cells; parental CHO-K1, ATP-induced calcium, Fluo-8 fluorescence; inhibition, % at 5.6 µM; 330,000 tested, 0.63% active; AID 463079;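 active means inhibition above that plate's mean sample inhibition plus 3 SD, cut at about 26% in these data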;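 further: 0% = ATP-challenged DMSO wells and 100% = DMSO wells without ATP; some compounds past the cut are filed as inactive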
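Material – parental CHO cells · Reagent – ATP stimulus · Compound – single nominal dose of 5.6 µM per compound · Detection – Fluo-8 fluorescence · Read-out basis – percent inhibition of calcium signal · Controls – ATP-challenged DMSO wells low, unchallenged DMSO wells high · Repeats – no replicates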
Numbers without * were called inactive; . = not tested or not shown. The order is random (roughly 2.9% active in at least one column).

SMILES | OXTR potentiate | M1 ag parental | M1 ag | CHRM1 antagonist | M4 ag | CHRM4 antagonist | M1 PAM | CHO-K1 Ca antag | CHO parental Ca
C#Cc1ccc([C@H]2C=C(C(=O)OCC=C)O[C@@H](OCc3ccc(CO)cc3)C2)cc1 | 3.7 | 0.1 | -3.8 | 4.0 | 0.8 | 3.3 | -4.6 | 3.2 | -10.2
Cc1nc(-c2ccc3c(c2)OCO3)cs1 | -7.9 | -0.4 | -4.5 | -1.3 | 0.0 | -1.3 | 2.2 | -2.0 | 3.2
Cc1ccc(N(CC(=O)NC2CCCC2)C(=O)Cn2nnc(-c3ccccc3F)n2)cc1 | -1.5 | 0.4 | -2.9 | -1.5 | 1.7 | -0.5 | 3.6 | -10.6 | -3.2
Cc1ccccc1-n1c(SC(C)C(=O)NCC2CCCO2)nnc1-c1ccncc1 (stereo not given) | . | -0.1 | -0.5 | -11.4 | 1.5 | -11.7 | 16.3 | -4.9 | .
COC(=O)Cn1c2[n+](c3ccccc31)CC(O)CS2 (stereo not given) | -9.1 | -0.3 | -2.8 | 3.2 | -0.2 | 4.4 | -0.1 | -11.0 | -2.6
Cc1c(C)c2c(OCC(=O)NCc3cccnc3)cc3c(c2oc1=O)CCC(C)(C)O3 | -6.1 | -0.6 | 7.3 | -11.1 | -0.2 | -10.5 | 20.2 | 10.6 | -3.8
CCOC(=O)Nc1sc2c(c1C#N)CCCC2 | 4.4 | 0.2 | -4.2 | -8.0 | -1.0 | 5.7 | 4.4 | 0.2 | -18.5
CCOc1ccccc1NC(=S)NCCc1ccccc1 | 5.0 | -0.5 | -6.2 | 4.2 | -0.3 | 0.3 | 6.5 | 19.4 | -5.8
O=C(NCC1CCCCC1)c1cccc(S(=O)(=O)NCc2cccnc2)c1 | -9.6 | 1.2 | -6.1 | 9.2 | 1.8 | -3.5 | -2.9 | -4.6 | -22.7
CCOCCCNC(=O)c1cc(Nc2ccc(OC)cc2OC)nc2ccccc12 | -4.1 | 5.1 | -4.1 | -12.5 | 8.4 | 0.0 | 8.2 | -15.7 | -19.0
Cc1cccc(C(=O)Nc2ccc3c(c2)C(=O)NC3=O)c1 | -4.7 | 2.5 | 0.3 | -9.2 | 4.2 | -5.3 | 4.7 | 11.4 | -4.5
CCCCn1c(CCc2ccccc2)nc2cc3[nH]c(=O)c(C(C)C)nc3cc21 | -4.5 | 0.4 | -2.1 | -2.7 | 7.8 | 12.0 | 3.1 | -8.1 | -23.8
CCOc1ccc(NC(=O)CN(C)S(=O)(=O)c2ccc(-c3ccc(=O)[nH]n3)s2)cc1 | -3.0 | 1.3 | -3.8 | -6.0 | 0.5 | -0.9 | 2.3 | -7.5 | -10.6
CCCCOCCCNS(=O)(=O)c1ccccc1 | -1.7 | 0.3 | -6.6 | -7.3 | -0.7 | 3.2 | 7.7 | -29.8 | -0.8
CCc1ccc(/C=C2\Oc3ccc(C(=O)OC)cc3C2=O)cc1 | -1.6 | 1.1 | -4.4 | 11.0 | 0.8 | -2.6 | -0.9 | 10.8 | 5.2
Cc1ccc(S(=O)(=O)N(C)c2ccc(OCc3cccc(C)c3)cc2)cc1 | -17.9 | 0.7 | -2.2 | 7.6 | 0.8 | 5.7 | -2.8 | -7.6 | 21.4
O=C(OCC(=O)N1CCN(C(=O)c2ccco2)CC1)c1ccccc1OCc1ccccc1 | -7.7 | 1.9 | -3.5 | -11.6 | 4.5 | -18.4 | 5.7 | 4.8 | -9.6
O=C(CCNC(=O)c1ccccc1)Nc1nc2ccccc2s1 | 0.4 | 2.9 | -3.8 | -3.5 | 3.6 | -4.5 | 8.8 | -11.2 | -10.0
CN(C)S(=O)(=O)c1ccc(C(=O)Nc2ccc(CCC(=O)N3CCCC3)cc2)cc1 | . | 0.0 | -5.2 | -1.6 | 1.0 | 1.4 | 0.6 | -0.5 | .
Cc1[nH]c2ccccc2c1/C=N/NC(=O)c1ccc(N)cc1 | -13.8 | 0.1 | -3.3 | -11.1 | 0.2 | -1.0 | 12.2 | -5.6 | 0.5
CCOC(=O)N1CCN(C(=O)c2ccc(OCC)cc2)CC1 | -3.5 | -0.2 | -13.7 | -2.8 | 0.2 | 6.3 | 5.7 | 1.2 | -9.6
COc1cccc(C2=NN(C(=O)C3CC3)C(O)(C(F)(F)F)C2)c1 (stereo not given) | . | -0.9 | -8.8 | -6.4 | -0.9 | -5.7 | 0.9 | 1.6 | .
Cc1ccccc1C(=O)N1CCC(C(=O)NN2C(=O)NC3(CCC(C)CC3)C2=O)CC1 (stereo not given) | -3.3 | 1.2 | -1.6 | -3.9 | 0.9 | -1.9 | 6.3 | -0.6 | -7.2
CCC(C)C1C(C#N)=C(N)OC2=C1C(=O)CC(C)(C)C2 (stereo not given) | -1.0 | -0.2 | -1.1 | -5.0 | 0.7 | -19.4 | 1.2 | 7.2 | -12.3
Cn1c(=O)c(C(=O)CN2CCOCC2)c(N)n(Cc2ccccc2)c1=O | -2.5 | 0.3 | -3.8 | -11.2 | -0.2 | 9.6 | 9.5 | 4.8 | -2.7
COc1ccc2oc3cc(Cl)ccc3c(=O)c2c1 | . | 0.0 | -3.6 | -1.6 | -0.6 | 4.7 | -0.5 | 6.5 | .
COc1cccc(N2C(=O)N(c3ccccc3)C3CS(=O)(=O)CC32)c1 (stereo not given) | -2.8 | -0.2 | 1.1 | -34.2 | 3.4 | -11.1 | 1.0 | -3.0 | -7.2
CSCC[C@H](NC(=O)N1CCn2c1nc1ccccc12)C(=O)NC1CCCCC1 | -0.3 | -0.8 | -4.6 | 8.6 | 0.9 | -5.4 | -0.6 | -6.2 | -17.8
O=C(NCc1ccccc1)Nc1cccn(Cc2ccccc2Cl)c1=O | -3.7 | 1.8 | -3.9 | -6.9 | 1.6 | -1.0 | 6.8 | -13.8 | -10.9
Cc1ccc(C)c(SCc2noc(C(=O)NCC3CCCO3)c2C(=O)O)c1 (stereo not given) | -6.4 | 4.1 | -2.3 | 0.3 | -0.1 | -3.0 | 4.2 | 4.5 | -3.1
CC(=O)c1ccc(NC(=O)COC(=O)c2ccccc2N=Nc2ccc(N(C)C)cc2)cc1 | -9.4 | 1.5 | -8.2 | 0.2 | 7.0 | -1.7 | 0.1 | -1.4 | -10.8
Cc1ccc(-c2csc(NC(=O)c3cccc(N4C(=O)CCC4=O)c3)n2)o1 | -8.4 | 3.7 | -3.3 | -3.1 | 11.9 | -15.5 | -0.8 | 2.1 | -8.9
O=C(NCC(c1ccco1)N1CCN(c2ccccc2F)CC1)C(=O)NC1CCCC1 (stereo not given) | -1.6 | 0.9 | -1.6 | -8.4 | 0.3 | -2.4 | 4.5 | -8.7 | -16.3
CCOC(=O)C1(CCCc2ccccc2)CCN(Cc2ccn[nH]2)CC1 | -4.9 | 3.3 | -10.7 | -2.8 | 4.3 | -2.2 | -1.3 | -20.4 | -15.7
COc1ccc(-n2cc(-c3ccccc3)c3c(NN4CCOCC4)ncnc32)cc1 | -7.9 | 5.8 | -3.7 | 24.5 | 16.6 | 4.4 | 0.1 | -4.9 | -6.9
C=CCc1ccccc1OCCSc1nc2ccc([N+](=O)[O-])cc2s1 | -5.0 | 3.2 | -10.2 | 3.2 | 1.2 | 6.4 | -9.4 | -6.3 | -17.6
CCn1ncc(C2=NOC(C(=O)NCCc3ccccc3)C2)c1C (stereo not given) | 3.9 | 0.6 | -1.0 | 3.8 | 2.0 | 4.5 | -3.6 | -3.9 | -17.6
CCn1ccnc1CN(C)C(=O)C1CCC(=O)N(Cc2cccc(F)c2)C1 (stereo not given) | -8.8 | 0.4 | -1.4 | -15.9 | 0.2 | 10.6 | 18.2 | 9.2 | -5.1
Cc1ccc2[nH]c3c(c2c1)CN(C(=O)CN1CC(C)OC(C)C1)CC3 (stereo not given) | -9.2 | 4.7 | 3.9 | -15.2 | 1.0 | -5.7 | 9.9 | 7.2 | -13.9
O=C(NC(=S)Nc1ccc(O)cc1)C1CCCC1 | 1.4 | 1.6 | -5.3 | -9.3 | 0.4 | 2.1 | 6.4 | -18.6 | -8.4
Nc1n[nH]c(=S)n1/N=C1/C(=O)Nc2ccccc21 | . | 0.2 | -1.1 | 9.3 | 0.1 | -0.3 | 1.2 | -6.8 | .
Cc1ccc(NC(=O)CSc2nnc(Cc3ccccc3)o2)cc1 | -12.5 | 0.9 | -8.7 | 1.1 | 0.8 | 1.8 | 6.5 | -6.9 | -11.4
CCCc1nc2oc3c(NCCN(C)C)ncnc3c2c2c1CCCC2 | 1.6 | 0.2 | -6.5 | -3.8 | 0.4 | 3.3 | 8.3 | 5.9 | -3.3
CCOC(=O)C1CCCN(C(=O)c2cc(Cl)ccc2Cl)C1 (stereo not given) | -2.3 | 2.0 | 18.7* | -4.6 | 4.1 | -17.8 | 1.7 | -32.7 | -3.7
C=CCN1C(=O)c2ccc(C(=O)N3CCC(C(N)=O)CC3)cc2C1=O | -7.6 | -0.3 | 5.6 | -12.7 | 1.4 | -9.1 | 14.5 | 22.1 | -9.6
CC(=O)Cc1nsc(NC(=O)c2ccc(Cl)cc2Cl)n1 | -4.8 | 1.1 | -2.8 | 0.3 | -1.0 | 4.0 | 2.5 | 3.8 | -13.8
Cc1ccc(S(=O)(=O)N(C)/N=C/c2ccc(N(C)C)cc2)cc1 | -16.7 | 0.5 | -3.1 | 2.7 | 1.9 | 2.3 | -4.7 | 5.6 | 11.4
Cc1ccc2c(c1)C(c1ccccc1)N(C(=O)C(C)C)CC(=O)N2 (stereo not given) | . | 2.8 | -5.9 | -20.4 | 0.8 | -2.6 | 18.0 | -5.5 | .
C=CCSc1nnc(NC(=O)C2CC(=O)N(Cc3ccc(C)cc3)C2)s1 (stereo not given) | -2.0 | 0.4 | -3.0 | -8.1 | 0.8 | -5.6 | 6.7 | 2.5 | -19.9
COc1ccc(NC(=O)COc2cccc(C(F)(F)F)c2)cn1 | -4.6 | 0.9 | -2.1 | -14.6 | 1.6 | -11.0 | 8.3 | -12.8 | -6.6
Cc1ccc(OCCNC(=O)c2ccccc2SCC(=O)N2CCCC2)cc1 | -3.9 | 1.7 | -3.2 | 6.0 | 7.5 | -6.8 | 0.6 | -9.4 | -19.1
CCc1ccc(N(C(=O)c2snc(C(N)=O)c2N)C(C(=O)NCCC(C)C)c2c[nH]c3ccccc23)cc1 (stereo not given) | 3.9 | 0.1 | -0.6 | -6.2 | 1.1 | 1.4 | 3.2 | -2.9 | 0.4
Oc1c(Cl)cc(CN2CCOCC2)c2cccnc12 | -3.7 | 0.3 | 2.0 | -3.1 | 0.7 | -1.3 | 6.2 | -8.4 | -5.3

Bioassay records: PubChem, The Scripps Research Institute Molecular Screening Center
